# Screening results (PubChem)
# Furin inh: inhibitors of human furin; purified furin, fluorogenic substrate cleavage; P09958; inhibition, % at 30 µM; 220,000 compounds, 0.061% hits; in the data active = inhibition above about 25%; also: inactives centre near -15
# Calpain2 inh: blocks pig calpain II enzyme activity. purified calpain II, fluorogenic peptide substrate, 30 min. 220,000 compounds, 0.37% hits. inhibition, % at 16 µM. AID 1236;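 active = inhibition above about 50%, limit read from the data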
# Thrombin inh: blocks human thrombin protease activity; alpha-thrombin, Boc-VPR-AMC fluorogenic substrate cleavage; AID 1046; 220,000 compounds, 0.26% hits; P00734; inhibition, % at 5 µM;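 active = inhibition at or above 40%; inactive = inhibition below 40%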;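 also: 0% = enzyme with no compound and 100% = wells without enzyme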
#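 System – human alpha-thrombin protein · Reagent – Boc-VPR-AMC substrate, 15 µM final · Compound – 5 µM single dose in 0.2% DMSO · Schedule – reaction at room temperature · Technique – AMC fluorescence at 355 nm excitation and 460 nm emission · Read-out basis – % inhibition relative to enzyme controls and enzyme-free blanks · Control set – no-compound enzyme wells and no-enzyme blanks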
# FXIIa inh 1536: factor XIIa (human) inhibition; P00748; 220,000 compounds, 0.3% hits; purified FXIIa, Boc-QGR-AMC fluorogenic substrate, 2 h; inhibition, % at 5 µM; in the data active = inhibition above about 40%;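 also: 0% = enzyme with no compound and 100% = blank without enzyme; many of its hits are not listed in these tables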
# Target sequence (P00748 20-372 limits assumed): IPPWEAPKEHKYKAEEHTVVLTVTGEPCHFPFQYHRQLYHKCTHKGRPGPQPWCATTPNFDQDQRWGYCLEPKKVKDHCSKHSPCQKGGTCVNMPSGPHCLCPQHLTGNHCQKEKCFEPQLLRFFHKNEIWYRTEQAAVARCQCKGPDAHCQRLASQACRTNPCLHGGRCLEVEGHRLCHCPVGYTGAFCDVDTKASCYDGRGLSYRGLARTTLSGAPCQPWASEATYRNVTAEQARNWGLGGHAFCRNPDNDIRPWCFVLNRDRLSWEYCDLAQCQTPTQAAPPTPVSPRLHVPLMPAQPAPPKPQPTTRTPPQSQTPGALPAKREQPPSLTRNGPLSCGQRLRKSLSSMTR
# Target sequence (P00748 373-615 limits assumed): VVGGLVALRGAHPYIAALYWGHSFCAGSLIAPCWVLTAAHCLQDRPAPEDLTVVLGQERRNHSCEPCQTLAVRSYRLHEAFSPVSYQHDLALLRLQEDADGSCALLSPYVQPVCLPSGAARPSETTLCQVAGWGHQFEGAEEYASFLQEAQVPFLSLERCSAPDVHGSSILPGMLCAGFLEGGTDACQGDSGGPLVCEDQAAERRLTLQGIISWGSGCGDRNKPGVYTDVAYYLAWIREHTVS
# PERK inh: blocks human PERK kinase. Q9NZJ5. CHO PERK-DD fusion, SEAP luminescence translation reporter. inhibition, % at 5.6 µM. 220,000 compounds, 0.17% hits;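 active = inhibition above the mean inhibition of all tested compounds plus 3 SD, set separately per screening campaign, cut at about 2.9% in these data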;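 also: PERK kinase domain activated by AP20187 dimerizer at 100 nM; 0% = DMSO with dimerizer and 100% = rapamycin at 8.4 µM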
# Cl transport mod: KCC2 (human) Cl- transport modulation. B-score of Tl+ flux slope (higher = more flux/activation; lower = inhibition) at 10 µM. KCC2 cells, thallium flux FluoZin-2 fluorescence. AID 1456. 190,000 compounds, 2.2% hits. Q9H2X9;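 active = thallium flux slope and its plate-corrected score both differing from the plate sample mean at a set confidence after two filtering rounds, in either direction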;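 also: slope of fluorescence scaled to starting intensity during 10 to 20 s after thallium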
# Rad51 HR inh: Rad51 (human) homologous recombination inhibition; hRad51 DNA strand exchange, fluorescence dequenching; inhibition, % at 10 µM; 200,000 compounds, 0.085% hits;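 active = inhibition above 40% at the single screening dose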;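 also: 0% = DMSO control wells and 100% = blanks with heterologous ssDNA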
# Target sequence (Q06609 whole entry, looked up): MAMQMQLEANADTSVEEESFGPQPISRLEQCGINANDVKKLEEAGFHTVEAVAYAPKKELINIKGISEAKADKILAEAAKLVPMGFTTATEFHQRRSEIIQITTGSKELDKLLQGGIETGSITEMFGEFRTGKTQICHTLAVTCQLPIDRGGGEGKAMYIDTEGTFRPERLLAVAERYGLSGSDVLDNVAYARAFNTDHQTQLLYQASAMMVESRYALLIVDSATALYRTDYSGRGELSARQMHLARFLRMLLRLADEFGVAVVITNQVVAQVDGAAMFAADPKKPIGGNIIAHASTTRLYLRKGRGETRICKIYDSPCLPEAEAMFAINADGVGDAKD
#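 material = hRad51 filaments on single-stranded DNA | reagent = Donor/quencher-labelled 47-bp dsDNA substrate | compound = 10 µM final, single point | schedule = strand-exchange reaction 15 min at room temperature | measured by = fluorescein emission 520 nm, excitation 485 nm | read-out basis = % inhibition versus plate control and blank means | benchmarks = plate controls and plate blanks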
# FXIa inh: inhibitors of human coagulation factor XIa; AID 798; P03951; inhibition, % at 5 µM; 220,000 compounds, 0.14% hits; purified FXIa, Boc-Glu-Ala-Arg-AMC fluorogenic substrate;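 active = inhibition of at least 40%; inactive = inhibition below 40%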;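 also: fluorescence of freed AMC excited at 355 nm; 0% = enzyme without compound and 100% = no enzyme blank; many of its hits are not listed in these tables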
# KLK5 inh: blocks human kallikrein 5 protease activity | Q9Y337 | AID 873 | recombinant hK5, fluorogenic AMC substrate cleavage | 210,000 compounds, 0.59% hits | inhibition, % at 5 µM;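 active = inhibition of 40% or more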;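 also: 0% = enzyme controls without compound and 100% = no-enzyme blanks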
# * hit, by the source's call; i = inactive; / = not tested or not shown; [ ] = remark or other dose.
SMILES,Furin inh,Calpain2 inh,Thrombin inh,FXIIa inh 1536,PERK inh,Cl transport mod,Rad51 HR inh,FXIa inh,KLK5 inh
Cc1cccc(-c2noc(CNC(=O)Nc3ccc(F)cc3)n2)c1,-13,44,4,8,1.3,-0.034,13,-1,-4
COc1ccc(NC(=O)c2ccccc2[N+](=O)[O-])cc1,-31,-11,-4,5,1.3,0.63,2,6,-3
COc1ccc(-c2cc(C(F)(F)F)n3nc(N)nc3n2)cc1,-43[20 µM],i,-10,-18,-0.1,0.8,-11,-19,-209
N#Cc1nc(Cc2cccc3ccccc23)oc1NCCN1CCOCC1,-16[20 µM],-10,-3,9,-0.9,-4.5*,0,-21,1
C1=C(c2cccc3ccccc23)N2CCN=C2S1,-15,-23,-19,4,0.4,-0.46,6,5,0
COc1ccc(Oc2ccccc2C=O)cc1,-15[20 µM],3,20,20,0.9,/,-1,4,51*
Clc1ccc(-n2nnnc2SCc2cn3ccccc3n2)cc1,-8[20 µM],3,-21,2,-0.9,0.27,2,1,-1
CCOC(=O)CC(NC(=O)c1ccc(C)cc1)c1ccc(OC)cc1 (stereo unspecified),-30,-16,/,10,0.3,-0.29,4,8,-2
C=C(C)C(=O)Nc1cccc(C(C)=O)c1,-25[20 µM],-49,-1,7,0.7,0.029,/,-15,-65
CC(C)(C)C(=O)Nc1cccc(-c2cc(-c3c(Cl)cccc3Cl)no2)c1,-14,18,-13,-2,-1.7,-1.3,19,0,-1
COCCC1CCCCN1C(=O)c1cccc(OC2CCN(C3CCCC3)CC2)c1 (stereo unspecified),-27,-7,0,7,2.0,/,20,1,/
Cn1c(SCC(=O)NCc2ccccc2)nc2ccccc21,2,23,2,11,-0.1,-0.62,/,7,0

# Profiles from above. Order of values: Furin inh | Calpain2 inh | Thrombin inh | FXIIa inh 1536 | PERK inh | Cl transport mod | Rad51 HR inh | FXIa inh | KLK5 inh
# Shown for `COc1ccc(NC(=O)c2ccccc2[N+](=O)[O-])cc1` = -31 | -11 | -4 | 5 | 1.3 | 0.63 | 2 | 6 | -3
# Shown for `COc1ccc(Oc2ccccc2C=O)cc1` = -15[20 µM] | 3 | 20 | 20 | 0.9 | / | -1 | 4 | 51*
# Shown for `Clc1ccc(-n2nnnc2SCc2cn3ccccc3n2)cc1` = -8[20 µM] | 3 | -21 | 2 | -0.9 | 0.27 | 2 | 1 | -1
# Shown for `C1=C(c2cccc3ccccc23)N2CCN=C2S1` = -15 | -23 | -19 | 4 | 0.4 | -0.46 | 6 | 5 | 0

# Carrying on:
SMILES,Furin inh,Calpain2 inh,Thrombin inh,FXIIa inh 1536,PERK inh,Cl transport mod,Rad51 HR inh,FXIa inh,KLK5 inh
CCc1nnc(NC(=S)Nc2ccccc2)s1,-30,-12,4,7,0.2,3.4,19,-6,-5
COc1cc(O)c(C(CC(=O)N2CCCC(C)C2)c2ccc(N(C)C)cc2)c(OC)c1 (stereo unspecified),-20,-11,-7,1,/,-0.16,-3,-6,-5
O=C(O)c1cccc(S(=O)(=O)Nc2ccc(O)c(Sc3nc4ccccc4s3)c2)c1,-30,26,-2,4,2.8,0.37,/,-1,/
COc1ccc(OCCCC(=O)Nc2cccnc2)cc1,6[20 µM],16,5,10,0.8,0.49,/,4,2
CCOC(=O)Cn1c(=NC(=O)CSC(C)=O)sc2cc(F)ccc21,-14,-13,-3,11,1.1,0.4,3,2,-4
C/C(=N/NC(=O)c1ccoc1C)c1ccc(NC(=O)C2CCCC2)cc1,-13,22,1,10,0.5,-0.39,7,2,-12
CCCCc1ccc(NC(=O)COc2ccc(C(=O)Nc3ccccc3OCC)cc2)cc1,-23,13,-7,4,1.1,0.3,-6,1,-7
N#Cc1ccccc1CSc1ccc(-c2nc3ccccc3[nH]2)cn1,-5[20 µM],11,-3,7,1.0,/,4,1,-8
Cc1onc(-c2ccccc2Cl)c1C(=O)N1CCOC12CCN(c1cccc(F)n1)CC2,-24,-27,-2,/,-1.3,-1.7,3,-2,0
O=C(Nc1ccc(N2CCOCC2)cc1)C1CC(=O)N(c2ccccc2)C1 (stereo unspecified),-20,-10,-8,1,0.3,/,-2,-8,-7
NC(=O)c1c(N)sc2c1CCCCC2,-4,-23,-3,28,0.4,1.4,0,11,4
Cc1ccccc1OCc1nnc(SCC(=O)NCc2ccccc2)n1C,-16[20 µM],-15,-14,-5,0.6,-0.45,-6,-4,0

# Structures listed so far with fluorine (four):
SMILES,Furin inh,Calpain2 inh,Thrombin inh,FXIIa inh 1536,PERK inh,Cl transport mod,Rad51 HR inh,FXIa inh,KLK5 inh
Cc1cccc(-c2noc(CNC(=O)Nc3ccc(F)cc3)n2)c1,-13,44,4,8,1.3,-0.034,13,-1,-4
COc1ccc(-c2cc(C(F)(F)F)n3nc(N)nc3n2)cc1,-43[20 µM],i,-10,-18,-0.1,0.8,-11,-19,-209
CCOC(=O)Cn1c(=NC(=O)CSC(C)=O)sc2cc(F)ccc21,-14,-13,-3,11,1.1,0.4,3,2,-4
Cc1onc(-c2ccccc2Cl)c1C(=O)N1CCOC12CCN(c1cccc(F)n1)CC2,-24,-27,-2,/,-1.3,-1.7,3,-2,0

# (continued)
SMILES,Furin inh,Calpain2 inh,Thrombin inh,FXIIa inh 1536,PERK inh,Cl transport mod,Rad51 HR inh,FXIa inh,KLK5 inh
COc1ccc(NC(=S)N(CCc2c(C)[nH]c3ccc(C)cc23)Cc2cccs2)cc1,-2,-9,2,16,-0.8,-1.2,/,5,-6
CCOC(=O)c1cc(-c2ccc(C)cc2)n(CCC(=O)NCCN(C)C)c1C,-9,8,-1,-10,-1.6,/,-10,-1,4
CC(C)(C)S(=O)(=O)c1c(C(=O)O)cccc1C(=O)O,-2,-13,4,25,0.8,1,-10,18,2
COc1ccc(N(C)C(=O)c2cnc(N3CCN(c4ncccn4)CC3)c3ccccc23)cc1,-28[20 µM],27,-1,6,-0.8,-0.55,/,-2,-2
CCOc1c(CNCCN2CCOCC2)cccc1OC,-16[20 µM],-31,-2,17,0.4,0.31,-7,1,-1
CS(=O)(=O)N1CCN(C(=O)c2ccc(Br)s2)CC1,-18[20 µM],10,-9,14,1.2,-0.064,2,-6,-21
CC(=O)C(Sc1ccc2nnc(-c3cccnc3)n2n1)C(C)=O,-27,15,-8,6,0.2,-0.31,4,-3,-5
COc1cccc(CN(C)C(=O)c2cccnc2SC)c1OC,-24,-21,-4,8,1.2,0.88,6,-4,1
NCCc1nnc(SCc2ccc(F)cc2)o1,-20,-8,3,17,1.5,-0.072,3,2,26
CC1=CC(C)(C)N(C(=O)CCl)c2ccccc21,-14,16,2,5,-1.0,0.0098,-1,-4,-3
O=C(O)CN1C(=O)C2C3CC(C2C1=O)C1C(c2ccc(Cl)cc2)c2sc(=O)[nH]c2SC31 (stereo unspecified),-29,-60,3,1,0.6,0.8,18,-6,-7
O=C(COC(=O)CCC(=O)c1ccc(Cl)cc1)NCc1ccco1,-25,-67,-6,8,1.1,0.5,-4,-3,-3

# A portion from further up, for reference:
SMILES,Furin inh,Calpain2 inh,Thrombin inh,FXIIa inh 1536,PERK inh,Cl transport mod,Rad51 HR inh,FXIa inh,KLK5 inh
O=C(O)CN1C(=O)C2C3CC(C2C1=O)C1C(c2ccc(Cl)cc2)c2sc(=O)[nH]c2SC31 (stereo unspecified),-29,-60,3,1,0.6,0.8,18,-6,-7
O=C(COC(=O)CCC(=O)c1ccc(Cl)cc1)NCc1ccco1,-25,-67,-6,8,1.1,0.5,-4,-3,-3

# (listing goes on)
SMILES,Furin inh,Calpain2 inh,Thrombin inh,FXIIa inh 1536,PERK inh,Cl transport mod,Rad51 HR inh,FXIa inh,KLK5 inh
CCN1CCC(Nc2ccnc3cc(Cl)ccc23)CC1,-13,10,-7,7,1.0,1.1,6,1,-7
O=C1NC(=O)/C(=C\c2ccccc2OCc2ccccc2)S1,-23,20,0,5,2.2,-3.8,/,1,/
CC(C)(C)NCCCOc1ccc(Cl)cc1C(C)(C)C,-22,-21,-5,4,-0.6,0.18,/,-2,-15
CN(C(=O)Nc1ccc(Cl)cc1)n1cnc2ccccc2c1=O,-35,8,-4,4,0.9,-1,10,3,4
CCC(C)N1C(=O)CCC1C(=O)N1CCN(c2ccc(F)cc2)CC1 (stereo unspecified),-9[20 µM],-10,-6,25,-0.5,-0.46,/,12,-23
Cc1ccc(C)c(NS(=O)(=O)c2cc(C(=O)Nc3ccccc3-c3ccccc3)ccc2C)c1,-13,-29,-3,11,-1.0,/,0,1,-10
CC12COC3(C(=O)Nc4ccccc4F)CC1CCC32C (stereo unspecified),-25,8,8,3,1.1,-0.35,-3,-3,-2
Cc1c(C(=O)N2c3ccccc3Sc3ccccc32)cccc1[N+](=O)[O-],-14,47,17,4,0.4,-0.23,0,12,9
CCOC(=O)C1CCN(C(=O)Cn2cc(C(=O)c3ccco3)c3ccccc32)CC1,-34[20 µM],-3,1,-5,-0.5,-0.5,1,2,5
CC1CCCC(NC(=O)Cc2ccc(Br)cc2)C1C (stereo unspecified),-16[20 µM],-14,-2,8,0.6,0.043,-2,3,-9
O=C(c1ccccc1)c1coc2ccc(O)c(CN3CCOCC3)c12,-17[20 µM],-17,-4,6,-1.2,0.18,2,-13,-26
Cn1c(=O)n(CC#N)c2ccccc21,-16[20 µM],-20,3,8,0.3,0.23,-1,6,-15
CCOCCCNC(=O)c1cn(CC(C)C)c(=O)c2cc(OC)c(OC)cc12,-23,-38,-9,12,0.6,0.26,/,-2,-2
O=C(/C=C/c1ccc2c(c1)OCO2)Nc1nc(-c2ccc(F)cc2F)cs1,-12,-7,-2,3,0.3,0.012,-8,9,-8
Nc1nc(Nc2cccc(C(F)(F)F)c2)nc(C(F)(F)F)n1,-9,20,-4,8,0.3,-1.7,11,-3,-13
COc1ccc(-n2ncc3c(NCc4cccs4)ncnc32)cc1,-10[20 µM],8,22,18,0.6,-0.93,7,9,13
Cc1cccc(NC(=O)CN2C(=O)N/C(=C/c3ccc(C)o3)C2=O)c1,-3,16,-5,-6,-0.5,-1.3,-8,-10,-1
Cc1nc2ncnn2c(C)c1CCC(=O)N1CCN(Cc2ccccc2)CC1,-20[20 µM],3,-6,-7,0.1,-0.84,2,-7,8
Cc1ccc(C)c(NC(=S)N(CCc2nc3cc(C)c(C)cc3[nH]2)Cc2cccnc2)c1,-19[20 µM],-17,-1,8,-0.6,/,0,-5,-15
CC(C)n1c(CN2CCN(Cc3ccccc3)CC2)nc2ccccc21,-17,-1,-6,5,-0.7,/,12,-1,-3
Cc1cc(C(=O)N/N=C/c2cc(N=Nc3ccccc3)ccc2O)n[nH]1,-3,-8,-1,5,1.1,-2.4,0,4,-14
CCc1cc(-c2nc(N)ncc2-c2csc(C)n2)c(O)cc1OC,-5,-3,0,8,1.2,0.43,38,-6,-11
CCOC(=O)N1CCN(S(=O)(=O)c2ccc(OCC)cc2)CC1,-12[20 µM],9,0,-2,-0.8,0.044,-8,0,-19
O=C(CSc1n[nH]c(=O)[nH]c1=O)Nc1ccccc1C(=O)c1ccccc1,-2,14,-3,3,0.7,0.008,-13,-2,0
Cc1cc(C)nc(NS(=O)(=O)c2ccc(NC(=O)CN3C(=O)S/C(=C\c4ccccc4)C3=O)cc2)n1,-30,-75,1,15,1.3,0.19,/,7,-2
Cc1cccc(C)c1-n1c(C)cc(/C=N\Nc2ccc([N+](=O)[O-])cn2)c1C,-6[20 µM],22,-3,-3,-2.9,/,-86,-7,8

# This is a subset. The share of hits here may be higher or lower than overall.
